Compound activity (PubChem BioAssay)
Tb PYK inh: inhibitors of Trypanosoma brucei pyruvate kinase; AID 624173; Potency, µM (series often up to 76.8 µM), for inactives: top-dose activity, negative = inhibition, actives largely listed as inhibitors; hit rate 0.12% among 410,000; TbPYK enzyme, Kinase-Glo Plus ATP luminescence, 45 min; further: potency means the concentration at half of the fitted maximal effect; on the % scale 0 is the no-effect control and ±100 the full control effect; nearly all actives have a fitted effect of over 50% in size
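Enzyme and substrate buffer are dispensed first and compound is pin-transferred. ADP at 130 uM final then starts the reaction, which runs 45 min at room temperature. Detection reagent is added for 10 min before luminescence is imaged.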
LmPK inhibitor: LmPK (Leishmania mexicana) enzyme inhibition; Potency, µM (top dose mostly 57.5 µM), inactives show top-dose activity change, negative = inhibition, actives largely listed as inhibitors; AID 1721; purified LmPK, Kinase-Glo ATP luminescence, 1 h; hit rate 0.37% among 290,000; Q27686; further: potency means the concentration at half of the fitted maximal effect; on the % scale 0 is the no-effect control and ±100 the full control effect
Target sequence (Q27686 whole entry, looked up): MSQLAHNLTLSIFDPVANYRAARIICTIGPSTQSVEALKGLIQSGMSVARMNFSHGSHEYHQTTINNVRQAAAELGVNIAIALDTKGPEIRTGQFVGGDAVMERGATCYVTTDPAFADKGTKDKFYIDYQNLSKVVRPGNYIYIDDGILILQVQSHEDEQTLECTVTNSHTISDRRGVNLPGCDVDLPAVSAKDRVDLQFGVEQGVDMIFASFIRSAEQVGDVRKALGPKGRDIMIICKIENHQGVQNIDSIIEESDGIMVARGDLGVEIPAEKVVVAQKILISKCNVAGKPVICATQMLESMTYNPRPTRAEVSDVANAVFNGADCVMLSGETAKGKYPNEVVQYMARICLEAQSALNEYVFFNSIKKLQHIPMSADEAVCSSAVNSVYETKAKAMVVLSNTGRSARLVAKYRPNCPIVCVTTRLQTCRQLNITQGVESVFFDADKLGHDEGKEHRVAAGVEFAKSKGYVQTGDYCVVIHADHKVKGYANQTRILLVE
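ATP generated from ADP (0.1 mM) and PEP (0.5 mM) by 0.1 nM LmPK over 1 h at room temperature (pH 7.2 imidazole buffer) was detected by coupled luciferase luminescence. Values were normalized to uninhibited and no-enzyme wells.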
Pf growth 48h: inhibits P. falciparum growth in the first generation, 48 h | P. falciparum luciferase growth in erythrocytes, 48 h | Potency, µM (highest dose often 28.7 µM), for the others: at the highest dose activity change, negative = inhibition, most hits filed as inhibitors | hit rate 5.9% among 310,000 | AID 504832; further: potency means the concentration at half of the fitted maximal effect; on the % scale 0 is the no-effect control and ±100 the full control effect
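Parasite viability was followed by luminescence of a genomically integrated firefly luciferase. Cultures held 0.1% parasitemia at 2% hematocrit (final), incubated under 5% CO2 at 37 C.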
Shiga toxin inh: blocks Shiga toxin action in Vero cells; Vero cells, Shiga toxin protein synthesis inhibition reporter; inhibition, % at 38.7 µM; hit rate 9.2% among 290,000; AID 2315; in the data active means inhibition mostly above about 28%, no sharp cut-off; inactive means mostly below about 43%; further: 0% is about no effect
CHX counter: counter-screen hit for Shiga toxin inhibitors, cycloheximide; hit rate 12% among 300,000; AID 2314; max response, %; cell reporter, cycloheximide protein synthesis inhibition counterscreen; in the data active means max response mostly above about 13%, no sharp cut-off; inactive means mostly below about 14%; further: read at 38.3 µM for the half of the compounds with a filed dose; 0% is about no effect
Pf growth 96h: inhibits malaria parasite growth, 96 h. Potency, µM (doses to about 28.7 µM), inactives show top-dose activity change, negative = inhibition, hits mostly inhibitors. P. falciparum luciferase reporter growth, 96 h. hit rate 6.9% among 320,000. AID 504834; further: potency means the concentration at half of the fitted maximal effect; on the % scale 0 is the no-effect control and ±100 the full control effect
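P. falciparum expressing integrated firefly luciferase grown in erythrocytes (2% hematocrit, 0.05% parasitemia final) with compounds for 96 hours at 37 C, 5% CO2. Growth inhibition read as loss of luminescence after adding luciferase detection reagent.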
HCV inh: HCV inhibition; Huh7.5.1 HCVcc-Cre infection, luciferase reporter, 44 h; Potency, µM (top dose mostly 41.8 µM), for inactives: at the top dose activity change, negative = inhibition, usual class: inhibitors; hit rate 3.4% among 340,000; AID 651820; further: potency means the concentration at half of the fitted maximal effect; on the % scale 0 is the no-effect control and ±100 the full control effect
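Infectious HCVcc-Cre (~0.5 moi) was added to cells just after compound, with cells seeded 4 h earlier at 1,000 per well. Luciferase activity after 44 h culture reported infection; substrate was incubated 15 min at room temperature before reading.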
Numbers without * were called inactive; ? = inconclusive; nt = no result given; & = joins results of further samples; [ ] = another dose, or the depositor's remark. Unless noted, the call rests on the fitted dose curve; in most records, active means well fitted curve in the direction sought with a large enough effect; inconclusive means small, poorly fitted or top-dose-only effect, or another doubt; inactive means no such curve, though single readings can be large; an effect the other way counts as inactive or inconclusive.

1	CCOC(=O)N1CCN(C(=S)Nc2ccc3nc(N4CCN(CC)CC4)cc(C)c3c2)CC1
2	Cc1n[nH]c(=S)n1/N=C/c1ccccc1OCc1ccc(Cl)cc1Cl
3	CC(C)CCOP(=O)(c1ccc(N(C)C)cc1)C(O)c1c(Cl)cccc1Cl (configuration not stated)
4	O=C(OCc1ccccc1Cl)c1ccccc1C(=O)c1ccccc1
5	Cc1ccccc1NC(=O)N1CCN(C(=O)c2ccco2)CC1
6	CCCNC(=O)c1onc(CSc2ccncc2)c1C(=O)NCCC

entry no. | 1 | 2 | 3 | 4 | 5 | 6
Tb PYK inh | -12% | -10% | 5% | -15% | 2% | 1%
LmPK inhibitor | -1% | -2% | 5% | 3% | -2% | -5%
Pf growth 48h | ? | 35%[activator] | 10µM* | 26% | -40%[1.15 µM] | 39%[activator]
Shiga toxin inh | -8 | -11 | -8 | 65* | -14 | -8
CHX counter | -2 | -4 | 0 | 19* | -8 | -4
Pf growth 96h | -2% | ? | 12µM* | -46% | 104%[activator][5.75 µM] | ?
HCV inh | -18% | 4% | 2% | 17% | 12% | 0%

7	COc1ccc(C)cc1NC(=O)CCCN1C(=S)NC(C)(C)CC1C (configuration not stated)
8	COc1ccc(OC)c(-c2cc(C(=O)NCc3ccc(Cl)cc3)no2)c1
9	O=C(NC(Cc1ccccc1)C(=O)O)/C(=C\c1ccccc1F)NC(=O)c1ccccc1 (configuration not stated)
10	CN1c2ccc(C=O)c3c(C=O)ccc(c23)N(C)C1(C)C
11	COc1ccc(NC(=O)N2C3CCCC2CC(NC(=O)c2ccccc2)C3)cc1 (configuration not stated)
12	Nc1c(-c2cccc([N+](=O)[O-])c2)nc2ccccn12

entry no. | 7 | 8 | 9 | 10 | 11 | 12
Tb PYK inh | -2% | -2%&-3% | 2% | -20% | -1% | 0%
LmPK inhibitor | 0% | -3% | 7% | 0% | 1% | -20%
Pf growth 48h | ? | -17% | 6% | 12µM* | -6% | 142%[activator]
Shiga toxin inh | -4 | -6 | -6 | -19 | 2 | 82*
CHX counter | -2 | -3 | -2 | -4 | 11 | 112*
Pf growth 96h | -21% | 58%[activator] | ? | -24% | 0% | 0%
HCV inh | -22% | -15% | 4% | ? | 9% | 6%

13	COc1ccc(NS(=O)(=O)c2cccc(Cl)c2)cc1S(=O)(=O)N1CCCCC1
14	CC(OC(=O)c1cnccn1)C(=O)Nc1nc(-c2cccc([N+](=O)[O-])c2)cs1 (configuration not stated)
15	COc1ccc(C(=O)Nc2cc(Cl)ccc2C(=O)O)cc1
16	CN(CC(=O)Nc1cccc(F)c1)C(=O)c1ccc2c(c1)CC(c1ccccc1)OC2=O (configuration not stated)
17	Cn1cnc(S(=O)(=O)N2CCN(c3ccccc3)CC2)c1
18	CCc1cc(=O)oc2cc(C)cc(OC(C)C(=O)NCC(O)c3ccccc3)c12 (configuration not stated)

entry no. | 13 | 14 | 15 | 16 | 17 | 18
Tb PYK inh | -20% | 4% | 2% | -7% | 0% | 6%
LmPK inhibitor | -1% | nt | -26% | nt | -1% | 3%
Pf growth 48h | 14% | 56%[activator] | 34%[activator] | ? | 20% | ?
Shiga toxin inh | 9 | nt | 20 | nt | -10 | -4
CHX counter | 3 | nt | 6 | nt | -2 | -4
Pf growth 96h | 0% | 143%[activator] | ? | ? | 94% | ?
HCV inh | -14% | -26% | 13% | ? | 6% | -12%

19	COc1ccc(/C=C2/C(=O)ON=C2C)cc1Cl
20	O=C(NCCN1C(=O)S/C(=C\c2ccc(OC(F)F)cc2)C1=O)[C@@H]1CCCN1C(=O)c1cccs1
21	CCOC(=O)Cn1nnnc1C(CC)N(Cc1cccs1)Cc1cc2ccc(OC)cc2[nH]c1=O (configuration not stated)
22	C=CCn1c(CNC(=O)c2ccccc2C)nnc1SCC(=O)NC1CCCC1
23	CC(=O)c1ccc2c(c1)C1C(Cl)C(Sc3ccccc3[N+](=O)[O-])CC1C(C(=O)O)N2 (configuration not stated)
24	Cc1cccc(C2c3[nH]c4ccccc4c3CCN2C(=O)c2ccc(=O)[nH]c2)n1 (configuration not stated)

entry no. | 19 | 20 | 21 | 22 | 23 | 24
Tb PYK inh | -26% | 0% | -5% | 1% | -12% | 3%
LmPK inhibitor | -2% | 1% | 2% | -2% | -6% | 4%
Pf growth 48h | 20% | -24% | 0% | 10% | -23% | ?
Shiga toxin inh | 35 | -9 | -19 | -7 | -8 | -3
CHX counter | -2 | -2 | 8.5* | -3 | -3 | -1
Pf growth 96h | -5% | ? | ? | 3% | 2.6µM* | -13%
HCV inh | 8% | ? | 9% | 11% | 35µM* | 23%

25	CC(=O)Nc1nc2ccccc2n1CCN1CCOCC1
26	Cn1c(CCNC(=O)c2ccccc2Cl)n[nH]c1=S
27	COc1cccc(C(=O)Nc2nnc(-c3ccccc3)s2)c1
28	COc1cccc(-c2cn(-c3cccc(C(F)(F)F)c3)c(=S)[nH]2)c1
29	O=C(Cn1cc2c(n1)CCCC2)NCCCN1CCN(c2ccccc2F)CC1
30	Cc1cc(OC(C)C(=O)N(Cc2cccs2)C2CCS(=O)(=O)C2)ccc1Cl (configuration not stated)

entry no. | 25 | 26 | 27 | 28 | 29 | 30
Tb PYK inh | -7% | -18% | 2% | ? | -5% | -1%
LmPK inhibitor | 6% | 2% | 3% | -3% | -1% | 1%
Pf growth 48h | 11% | 48%[activator] | -24%[0.00184 µM] | 10µM* | nt | ?
Shiga toxin inh | 9 | 1 | 112* | -3 | -5 | -2
CHX counter | -3 | -3 | 33* | 13 | -1 | -1
Pf growth 96h | 16% | 131%[activator] | ? | ? | -12% | ?
HCV inh | 13% | 16% | 7% | ? | -3% | 4%

31	CC1C(=O)N(Cc2ccccc2)c2ccccc2N1C(=O)c1ccccc1 (configuration not stated)
32	O=C(CCCc1nc(-c2ccc(Cl)cc2)no1)Nc1cccnc1
33	CC(=O)c1csc(CS(=O)(=O)c2ccccn2)n1
34	O=C(CCSc1ccccc1)NC1CCCC1
35	CN1C(=O)/C(=C/c2ccc(OCc3cccc(F)c3)cc2)NC1=S
36	COc1cccc(CNC(=O)C2CCN(c3ncnc4c3nc3n4CCCCC3)CC2)c1

entry no. | 31 | 32 | 33 | 34 | 35 | 36
Tb PYK inh | 1% | -1% | -1% | 2% | 1% | -6%&-6%
LmPK inhibitor | 3% | 2% | -3% | -8% | 0% | 1%
Pf growth 48h | 0% | 8% | 14% | 172%[activator] | 10% | -9%
Shiga toxin inh | 3 | -7 | 16 | 42 | -2 | -7
CHX counter | 5 | -2 | -1 | 28* | -1 | -2
Pf growth 96h | 35%[activator] | 6% | 10% | 49%[activator] | ? | ?
HCV inh | ? | ? | 10% | 18% | 4% | 25%

37	CCS(=O)(=O)N1CCN(S(=O)(=O)c2ccccc2)CC1
38	O=c1[nH]c(C2CCCN(S(=O)(=O)c3ccccc3)C2)nc2c1nnn2Cc1cccc(Cl)c1 (configuration not stated)
39	Cc1nn(CCCC(=O)NCc2ccc(F)cc2)c(=O)c2nccn12
40	CC(=O)C1C(c2ccc(F)c(F)c2)NC(=O)NC1(O)C(F)(F)F (configuration not stated)
41	Cc1ccc2c(c1)c(C)c(C)n2CC(O)CN1CCOCC1 (configuration not stated)
42	CC(C)CN(C(=O)CCC(=O)OCC(=O)N(C)c1ccccc1)c1c(N)n(CC(C)C)c(=O)[nH]c1=O

entry no. | 37 | 38 | 39 | 40 | 41 | 42
Tb PYK inh | -5% | 0% | 3% | -7% | -14% | 1%
LmPK inhibitor | -4% | 2% | -3% | -2% | 2% | nt
Pf growth 48h | 0% | ? | 38%[activator] | 1% | 12µM* | 4%
Shiga toxin inh | -23 | -7 | 2 | -2 | -3 | nt
CHX counter | -5 | -6 | -1 | -3 | -4 | nt
Pf growth 96h | nt | ? | 17% | 39%[activator] | 36%[activator] | 14%
HCV inh | 2% | 2% | -2% | 13% | -12%&-9% | 6%

Records 3 through 7, reprinted for reference:
3	CC(C)CCOP(=O)(c1ccc(N(C)C)cc1)C(O)c1c(Cl)cccc1Cl (configuration not stated)
4	O=C(OCc1ccccc1Cl)c1ccccc1C(=O)c1ccccc1
5	Cc1ccccc1NC(=O)N1CCN(C(=O)c2ccco2)CC1
6	CCCNC(=O)c1onc(CSc2ccncc2)c1C(=O)NCCC
7	COc1ccc(C)cc1NC(=O)CCCN1C(=S)NC(C)(C)CC1C (configuration not stated)

entry no. | 3 | 4 | 5 | 6 | 7
Tb PYK inh | 5% | -15% | 2% | 1% | -2%
LmPK inhibitor | 5% | 3% | -2% | -5% | 0%
Pf growth 48h | 10µM* | 26% | -40%[1.15 µM] | 39%[activator] | ?
Shiga toxin inh | -8 | 65* | -14 | -8 | -4
CHX counter | 0 | 19* | -8 | -4 | -2
Pf growth 96h | 12µM* | -46% | 104%[activator][5.75 µM] | ? | -21%
HCV inh | 2% | 17% | 12% | 0% | -22%

Next structures follow:
43	Cc1ccc(C(=O)N/C(=C/c2ccco2)C(=O)Nc2cccc(C)c2)cc1
44	CN(C)CCN(C(=O)CCS(=O)(=O)c1ccccc1)c1nc2cc3c(cc2s1)OCO3
45	COc1cccc(/C=C2\SC(=O)N(CC(=O)NC3CCS(=O)(=O)C3)C2=O)c1 (configuration not stated)
46	COc1ccc(N2CCSC2C(=O)NN)cc1 (configuration not stated)
47	Cc1ccc(N2C(=O)CC(Sc3ncn[nH]3)C2=O)cc1 (configuration not stated)
48	Cc1ccc2c(c1)[C@@H]1CN(C)CC[C@@H]1N2C(=O)Nc1cccc(C(F)(F)F)c1

entry no. | 43 | 44 | 45 | 46 | 47 | 48
Tb PYK inh | -20% | 1% | -3% | 0% | -9% | -21%
LmPK inhibitor | -1% | -8% | 12% | 0% | 7% | -12%
Pf growth 48h | -26% | 10% | ? | 27% | -3% | nt
Shiga toxin inh | 65 | -20 | 8 | 8 | -24 | -17
CHX counter | 15 | 9 | 10 | 7 | -4 | -7
Pf growth 96h | nt | 0% | ? | 9.3µM* | 0% | 0.83µM*
HCV inh | ? | 28% | 12% | 21% | 4% | 10µM*

49	CCCc1ccc(OCc2ccc(C(=O)N3CCN(c4ccccn4)CC3)o2)c(OC)c1
50	Cc1cc(SCC(=O)O)nc2ccccc12
51	O=C(CC12CC3CC(CC(C3)C1)C2)NC(=S)NCc1ccccc1
52	CC(C)S(=O)(=O)c1csc(C(=O)Nc2ccc(F)cc2)c1N
53	Cc1ccc(NC(=O)CSc2n[nH]c(-c3ccncc3)n2)cc1C
54	CSc1ccccc1-c1nnc(-c2ccccc2)o1
55	O=S(=O)(NC1CCCCC1)c1ccc(Cl)nc1
56	C=CCN1C(=O)/C(=C2/Sc3ccc(OC)cc3N2C)SC1=NCc1ccccc1

entry no. | 49 | 50 | 51 | 52 | 53 | 54 | 55 | 56
Tb PYK inh | 0% | -1%&-6% | -4% | -12% | 6% | 1% | 0% | 1%
LmPK inhibitor | 7% | -4%&-12% | -1% | 14µM* | 0% | -23% | 4% | 1%
Pf growth 48h | 13µM* | 12%&6% | 1% | 228%[activator] | 12µM* | 152%[activator] | 4% | 31%[activator]
Shiga toxin inh | 28 | -18&-17 | 1 | 53 | 46 | 95* | -9 | 38
CHX counter | 36* | -2&-3 | -2 | 42* | 5 | 59* | 1 | 8
Pf growth 96h | -1% | 15%&32% | -74% | 328%[activator] | -23% | 101%[activator] | 29% | ?
HCV inh | ? | 6%&12% | 10% | 3.2µM* | -13%&17% | 8.9µM* | 9% | 9%
